Calpain2 inh – inhibitors of pig calpain II; purified calpain II, fluorogenic peptide substrate, 30 min; inhibition, % at 16 µM; 0.37% of 220,000 active; AID 1236;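 active = inhibition above about 50%, limit read from the data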
EP2 mod – EP2 receptor (human) modulation. AID 940. induction, % at 25 µM. EP2-expressing cells, cAMP HTRF FRET, PGE2 co-stimulation. 0.83% of 260,000 active. P43116;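 active = compounds whose cAMP rise, as percent of the full-agonist control response, exceeds 60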;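 also: rat C6 glioma line stably carrying human EP2 under a CMV promoter; the protocol text gives 20 µM as final concentration; 100% = response of wells given 1 µM PGE2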
Target sequence (P43116 whole entry, looked up): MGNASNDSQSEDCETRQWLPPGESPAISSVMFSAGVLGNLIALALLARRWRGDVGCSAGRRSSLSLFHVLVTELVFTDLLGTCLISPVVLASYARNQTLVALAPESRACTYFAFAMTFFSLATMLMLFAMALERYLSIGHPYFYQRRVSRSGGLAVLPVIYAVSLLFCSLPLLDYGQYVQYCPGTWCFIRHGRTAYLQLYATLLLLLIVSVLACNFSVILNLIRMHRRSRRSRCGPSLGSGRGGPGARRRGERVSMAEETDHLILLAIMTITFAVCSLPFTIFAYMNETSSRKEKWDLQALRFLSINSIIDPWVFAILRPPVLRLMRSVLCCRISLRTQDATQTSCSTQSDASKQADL
Ba/F3 V617F tox – lowers viability of Ba/F3 cells expressing EpoR and JAK2V617F; ATP luminescence; inhibition, % at 5.6 µM; 1.1% of 220,000 active; AID 1446;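 active = inhibition above the campaign mean plus 3 SD over all tested compounds, cut at about 24% in these data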;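 also: cytokine-independent growth of Ba/F3 cells driven by EpoR plus mutant JAK2; 0% = DMSO-treated cells and 100% = JAK inhibitor I control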
TRPML3 agonist – activates the human TRPML3 channel | activation, % at 3 µM | 0.29% of 220,000 active | HEK293 TRPML3-YFP, Fluo-8 calcium fluorescence; 100% = the carbachol control signal | Q8TDD5;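 active = activation above its plate's cutoff, the mean activation of the plate's test wells plus 3 SD, cut at about 12% in these data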;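 also: 0% = DMSO only wells and 100% = carbachol wells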
Target sequence (Q8TDD5 whole entry, looked up): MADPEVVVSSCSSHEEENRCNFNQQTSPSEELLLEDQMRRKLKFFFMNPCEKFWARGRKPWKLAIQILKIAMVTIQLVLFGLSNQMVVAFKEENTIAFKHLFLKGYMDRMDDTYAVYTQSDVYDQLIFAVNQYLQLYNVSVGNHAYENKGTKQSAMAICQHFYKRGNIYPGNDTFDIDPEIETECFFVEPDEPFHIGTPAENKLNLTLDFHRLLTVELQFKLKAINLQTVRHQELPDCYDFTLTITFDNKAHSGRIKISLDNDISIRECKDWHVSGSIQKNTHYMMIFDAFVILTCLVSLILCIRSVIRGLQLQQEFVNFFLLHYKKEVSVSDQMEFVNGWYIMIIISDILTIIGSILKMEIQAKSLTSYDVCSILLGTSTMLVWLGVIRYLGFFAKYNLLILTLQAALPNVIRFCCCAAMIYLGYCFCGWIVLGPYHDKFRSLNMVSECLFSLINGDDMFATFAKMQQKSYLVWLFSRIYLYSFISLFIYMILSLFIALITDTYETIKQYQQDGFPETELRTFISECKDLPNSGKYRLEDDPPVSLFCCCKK
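system = HEK293 cells stably carrying human TRPML3-YFP | doses = one concentration, 3 µM nominal, 0.3% DMSO | timing = dye loading 1 h 37 °C then 30 min ambient, 125 s read | detection = Fluo-8 calcium dye fluorescence, ex 470-495, em 515-575 nm | benchmarks = high control carbachol 87 µM, low control DMSO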
S1P4 agonist – agonists of human S1P4 receptor | AID 1509 | 0.35% of 220,000 active | O95977 | activation, % at 4.98 µM | S1P4-expressing cell line, agonist reporter assay; in the data active = activation above about 11%;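 also: 0% = DMSO vehicle and 100% = reference agonist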
BaF3 tox – counter-screen for JAK2V617F inhibitors: parental Ba/F3 viability inhibitors; CellTiter-Glo ATP luminescence; inhibition, % at 5.6 µM; 1.1% of 220,000 active;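 active = inhibition above a per-campaign cutoff, the mean inhibition of all tested compounds plus 3 SD, cut at about 27% in these data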;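 also: 0% = DMSO wells and 100% = JAK Inhibitor I control wells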
PERK inh – inhibitors of human PERK kinase; Q9NZJ5; CHO PERK-DD fusion, SEAP luminescence translation reporter; inhibition, % at 5.6 µM; 0.17% of 220,000 active;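 active = inhibition above the mean inhibition of all tested compounds plus 3 SD, set separately per screening campaign, cut at about 2.9% in these data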;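 also: PERK kinase domain activated by AP20187 dimerizer at 100 nM; 0% = DMSO with dimerizer and 100% = rapamycin at 8.4 µM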
S1P4 antagonist – blocks the human S1P4 receptor; O95977; S1P4-expressing cells, antagonist mode, reporter read-out; AID 1510; inhibition, % at 4.98 µM; 0.26% of 220,000 active; in the data active = inhibition above about 29%;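 also: 0% = wells stimulated with agonist and 100% = vehicle wells without agonist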
zfTRPN1 agonist – agonists of zebrafish TRPN1 channel; HEK293 zebrafish TRPN1-YFP, Fluo-8 calcium fluorescence; 100% = response to 87 µM carbachol; activation, % at 3 µM; 0.18% of 220,000 active; AID 1424;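 active = activation above its plate's cutoff, the mean activation of test wells on that plate plus 3 SD, cut at about 19% in these data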;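 also: 0% = DMSO alone and 100% = 87 µM carbachol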
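Material: zebrafish TRPN1-YFP in HEK293 cells; Doses: single test compound dose, 3 µM nominal, 0.3% DMSO; Timing: dye loading 1 h at 37 °C, then 30 min room temperature; Technique: intracellular calcium fluorescence with Fluo-8; Benchmarks: high carbachol 87 µM, low DMSO alone.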
Numbers without * were called inactive; & = joins results of further samples.

Fields – Calpain2 inh	EP2 mod	Ba/F3 V617F tox	TRPML3 agonist	S1P4 agonist	BaF3 tox	PERK inh	S1P4 antagonist	zfTRPN1 agonist
CC(C)(C)n1ncc(Oc2ccccc2[N+](=O)[O-])c(Cl)c1=O
 : 26	-27	2	1.2	0.0	5	0.3	-19	1.5
O=C(Cc1cc(=O)[nH][nH]1)N/N=C/c1ccccc1[N+](=O)[O-]
 : 22	43	-4	0.3	3.5	2	-0.5	-17	-1.1
O=C(COC(=O)C1CC(=O)N(C2CCCCC2)C1)c1ccc(F)cc1 (centres undefined)
 : -15	-14	2	0.2	-0.8	7	1.9	-10	0.7
O=C(Nc1cccc2ncccc12)c1ccc(-c2ccc(Cl)cc2Cl)o1
 : -68	-37	1	0.3	0.8	7	2.2	-21	1.0
COCCNC(=O)c1c[nH]c2ccc(S(=O)(=O)N3CCC4(CC3)OCCO4)cc2c1=O
 : -77	8	1	0.4	-0.2	6	0.4	-8	1.4
Cc1cc(NC(=O)COC(=O)[C@H](C)NC(=O)c2ccccc2)no1
 : -8	12	0	0.7	0.9	4	0.2	-23	-1.4
Cn1c(-c2cccs2)nc2ccccc21
 : -98	-20	-3	-1.1	0.2	5	2.0	0	-0.5
COc1ccc(CN2CCN(Cc3ccon3)CC2CCO)c(C)c1C (centres undefined)
 : -11	9	-1	1.2	1.5	1	-0.9	-13	-0.1
CC(C)c1ccc(-c2noc(C3CCCN(S(C)(=O)=O)C3)n2)cc1 (centres undefined)
 : 29	12	-4	0.2	-0.9	1	0.8	-7	-0.7
Nc1ccc2nc(C(F)(F)F)[nH]c2c1
 : -61	31	0	0.5	-0.7	3	1.1	-9	-0.3
O=C(CS(=O)(=O)c1c[nH]c2ccccc12)N1CCCCC1
 : 6	-16	-1	0.8	1.1	2	0.1	-12	0.1
Cc1ccc(CN2C(=O)CNC2=S)cc1
 : 18	10	-2	0.1	1.4	3	0.5	-4	-0.1
CCOC(=O)C1=C(C)N(CC)C(=S)NC1c1ccccc1OC(F)F (centres undefined)
 : 1	53	-2	-2.4	0.6	2	0.5	4	-3.6
O=C(c1cccs1)N1CCN(c2ccccc2)CC1
 : -3	-9	1	0.6	-1.1	0	-0.4	6	0.7
Clc1ccccc1-c1nn2c(Cn3cnc4ccccc43)nnc2s1
 : -9	-39	6	0.8	-0.3	8	-1.9	-13	1.8
COC(=O)[C@H](Cc1ccccc1)NC(=O)O[C@@H]1C(=O)c2cc(OC)ccc2O[C@H]1c1ccc(OC)c(Br)c1
 : -113	12	-1	-0.4	-0.5	2	-0.3	-4	0.8
COc1ccc(/C=N/Nc2nc(=O)[nH]nc2C)cc1OC
 : 12	9	1	0.9	0.7	-2	0.3	0	-0.7
Cc1ccc(-c2noc(-c3ccccc3C(=O)NCc3ccco3)n2)cc1
 : 1	1	1	-0.6	0.7	0	-0.6	-2	-1.4
Cc1oc(C(C)(C)C)cc1C(=O)Nc1cccc(/C=C\C(=O)O)c1
 : -18	-55	2	0.9	1.6	3	1.9	-16	1.6
CC(=O)Nc1ccc(OCC(=O)NCc2ccc(C)cc2)cc1
 : 42	-6	-1	-0.7	1.0	7	0.1	-2	0.5

Ordered by SMILES length (descending): some entries from above
Fields – Calpain2 inh	EP2 mod	Ba/F3 V617F tox	TRPML3 agonist	S1P4 agonist	BaF3 tox	PERK inh	S1P4 antagonist	zfTRPN1 agonist
CC(C)(C)n1ncc(Oc2ccccc2[N+](=O)[O-])c(Cl)c1=O
 : 26	-27	2	1.2	0.0	5	0.3	-19	1.5
Cc1ccc(-c2noc(-c3ccccc3C(=O)NCc3ccco3)n2)cc1
 : 1	1	1	-0.6	0.7	0	-0.6	-2	-1.4
Nc1ccc2nc(C(F)(F)F)[nH]c2c1
 : -61	31	0	0.5	-0.7	3	1.1	-9	-0.3

Some of these compounds in order of number of heavy atoms, highest first.
Fields – Calpain2 inh	EP2 mod	Ba/F3 V617F tox	TRPML3 agonist	S1P4 agonist	BaF3 tox	PERK inh	S1P4 antagonist	zfTRPN1 agonist
COC(=O)[C@H](Cc1ccccc1)NC(=O)O[C@@H]1C(=O)c2cc(OC)ccc2O[C@H]1c1ccc(OC)c(Br)c1
 : -113	12	-1	-0.4	-0.5	2	-0.3	-4	0.8
COCCNC(=O)c1c[nH]c2ccc(S(=O)(=O)N3CCC4(CC3)OCCO4)cc2c1=O
 : -77	8	1	0.4	-0.2	6	0.4	-8	1.4
Cc1ccc(-c2noc(-c3ccccc3C(=O)NCc3ccco3)n2)cc1
 : 1	1	1	-0.6	0.7	0	-0.6	-2	-1.4
COc1ccc(CN2CCN(Cc3ccon3)CC2CCO)c(C)c1C (centres undefined)
 : -11	9	-1	1.2	1.5	1	-0.9	-13	-0.1
Clc1ccccc1-c1nn2c(Cn3cnc4ccccc43)nnc2s1
 : -9	-39	6	0.8	-0.3	8	-1.9	-13	1.8
CC(C)c1ccc(-c2noc(C3CCCN(S(C)(=O)=O)C3)n2)cc1 (centres undefined)
 : 29	12	-4	0.2	-0.9	1	0.8	-7	-0.7
CC(=O)Nc1ccc(OCC(=O)NCc2ccc(C)cc2)cc1
 : 42	-6	-1	-0.7	1.0	7	0.1	-2	0.5
CC(C)(C)n1ncc(Oc2ccccc2[N+](=O)[O-])c(Cl)c1=O
 : 26	-27	2	1.2	0.0	5	0.3	-19	1.5
O=C(CS(=O)(=O)c1c[nH]c2ccccc12)N1CCCCC1
 : 6	-16	-1	0.8	1.1	2	0.1	-12	0.1
O=C(c1cccs1)N1CCN(c2ccccc2)CC1
 : -3	-9	1	0.6	-1.1	0	-0.4	6	0.7
Cc1ccc(CN2C(=O)CNC2=S)cc1
 : 18	10	-2	0.1	1.4	3	0.5	-4	-0.1
Nc1ccc2nc(C(F)(F)F)[nH]c2c1
 : -61	31	0	0.5	-0.7	3	1.1	-9	-0.3

(continued)
Fields – Calpain2 inh	EP2 mod	Ba/F3 V617F tox	TRPML3 agonist	S1P4 agonist	BaF3 tox	PERK inh	S1P4 antagonist	zfTRPN1 agonist
CC(=O)Oc1ccc(N2C(=O)CCC2=O)cc1
 : 1	32	3	-0.2	-0.5	4	0.2	-11	0.4
COc1ccc(CCNC(=O)CSc2n[nH]c(C)c2[N+](=O)[O-])cc1OC
 : -14	-4	1	0.5	1.5	7	1.2	-20	0.8
CC(=O)c1ccc(OC2OCCOC2Oc2ccc(C(C)=O)cc2)cc1 (centres undefined)
 : -5	15	-2	0.8	-0.6	1	-0.3	-16	2.3
O=C(NN=C1CCC(c2ccccc2)CC1)c1ccccc1-n1cccc1 (centres undefined)
 : -27	-10	-1	-0.1	-0.2	1	0.8	-18	0.6
c1ccc(N/N=C2\CCCc3ccccc32)nc1
 : 26	-15	4	1.1	-1.0	7	0.4	-84	0.9
c1ccc(-c2nnc(CSc3nnc(-c4ccncc4)n3Cc3ccco3)o2)cc1
 : -6	10	-4	2.0	-3.4	2	0.3	0	2.6
Cc1ccccc1C(=O)NC(C(=O)Nc1nc2c(s1)CCCC2)C(C)C (centres undefined)
 : 16	0	3	0.5	-0.8	10	0.1	2	0.4
Nc1ccccc1-c1nnc(SCc2ccccc2Cl)[nH]c1=O
 : 8	-45	-5	-1.1	-0.9	0	0.0	8	-0.6
CCOC(=O)c1sc(NC(=O)CSc2nccc(C)n2)nc1C
 : -7	-14	-2	0.2	-0.6	4	0.4	-1	-1.0
O=C1CC(c2ccccc2)CC(O)=C1C=NCCN1CCOCC1 (centres undefined)
 : -7	17	0	0.9	-1.8	2	0.0	7	1.8
CC(NC(=O)C(Cc1ccccc1)n1cccc1)c1ccccc1 (centres undefined)
 : -4	31	-1	-0.2	-0.3	0	-1.2	-17	1.0
O=C(NC1CCCCC1)OCCN1CCN(Cc2ccccc2)CCC1=O
 : 10	3	4	0.9	0.3	5	-1.0	6	0.3
C=C1c2cc(C)c(C)cc2NC(=O)N1c1ccccc1
 : -10	-8	2	0.3	-0.2	-1	-0.5	-20	1.1
Cc1ccn2cc(-c3ccc(NC(=O)c4ccco4)cc3)nc2c1
 : 20	-37	4	0.0	-0.5	6	-0.9	-13	1.8
CCN1/C(=C\c2ccc3ccccc3[n+]2CC)Sc2cc(C)ccc21
 : 27	-10	100*	17*	0.0	89*	-0.1	-13	38*
O=C(c1ccc(-n2cccc2)cc1)N1CCCCC1
 : 29	-24	1	0.8	2.7	4	0.0	3	1.1
Cc1ccc2c([N+](=O)[O-])c(C)ccc2n1
 : -9	-2	3	0.6	0.8	0	0.7	11	0.3
Cc1c(C(=O)Nc2ccc(N3CCOCC3)cc2)oc2ccccc12
 : 16	-18&-19	8	-0.4	-1.8	12	-0.2	-12	0.3
COc1ccc(-c2cc(C(F)(F)F)c(C#N)c(SCC(=O)O)n2)cc1
 : -264	-24	2	1.7	1.4	9	0.4	-9	0.4
N#Cc1ccc(N/N=C/c2ccccc2)c([N+](=O)[O-])c1
 : 4	18	2	0.5	0.8	3	0.5	-25	0.4

Later entries.
Fields – Calpain2 inh	EP2 mod	Ba/F3 V617F tox	TRPML3 agonist	S1P4 agonist	BaF3 tox	PERK inh	S1P4 antagonist	zfTRPN1 agonist
O=P(c1ccccc1)(c1ccccc1)C(O)c1ccccn1 (centres undefined)
 : -9	36	-5	5.2	0.1	-3	-0.1	-5	1.2
O=C(CCc1ccc(S(=O)(=O)NC2CCCCC2)cc1)NCc1ccccc1
 : -10	-21	-2	0.3	3.7	0	-0.8	2	1.2
Cc1ccc(NC(=O)Cn2cnc3c(oc4nc5c(cc43)COC(C)(C)C5)c2=O)cc1
 : -22	-20	0	0.7	0.3	4	1.1	-6	1.0
COc1ccc(NC(=O)C2CCCCN2CC(=O)OCc2ccccc2)cc1OC (centres undefined)
 : -3	-11&4	-2	0.7	0.8	2	0.6	-22	1.4
COc1ccc(S(=O)(=O)N2CCC(C(=O)N3CCc4ccccc4C3)CC2)cc1Cl
 : 2	-57	0	-0.6	4.2	6	-0.8	-4	-2.3
COc1ccccc1NC(=O)C(=O)NCC1COc2ccccc2O1 (centres undefined)
 : 4	-30	0	0.5	-2.1	-1	1.2	-3	1.2
C=CCn1c(C)csc1=Nc1ccccc1C
 : 28	34	1	-0.9	-0.8	-1	0.5	14	-1.9
Cc1ccc(NC(=O)Cn2cc3c(n2)CCC(C)C3)cc1 (centres undefined)
 : -13	-9	-1	-0.2	27*	2	0.6	3	-1.4
CCN(CC)c1ccc(NC(=O)c2cc3ccccc3o2)c(C)c1
 : -4	42	0	0.2	0.7	0	-0.5	4	1.4
COc1ccc(C(=O)NCCSc2ccc(C)cc2)cc1
 : 21	-47	0	-0.7	1.6	4	0.8	-3	-0.6
CC(=O)Oc1ccccc1-c1nc(C)nc(N(C)C(C)=O)n1
 : -49	18	4	0.7	-2.1	4	0.1	-4	1.7
CCc1cccc(NC2c3ccccc3C(=O)N2c2ccc(C)cn2)c1 (centres undefined)
 : -1	33	-1	-1.1	0.1	11	-0.2	-8	-1.9
CN(C(=O)COC(=O)c1ccc([N+](=O)[O-])cc1)c1ccccc1
 : 18	7	2	0.1	-0.2	1	0.5	-16	0.5
